# Mito fusion yeast – qHTS Assay for Small Molecule Inhibitors of Mitochondrial Division or Activators of Mitochondrial Fusion; S. cerevisiae fusion-defective mutant growth rescue, CellTiterGlo 48 h; Potency, µM (highest dose often 46.1 µM), for inactives: top-dose growth rescue (activation), usual class: activators; actives 0.23% (n = 320,000); AID 485298, 2010;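 further: potency means the concentration at half of the fitted maximal effect; % of control where 0% means no effect; nearly all actives have a fitted effect of over 45% in size; temperature-sensitive fusion mutants such as fzo1-1 at 37 °C on non-fermentable ethanol glycerol medium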
#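 Yeast fusion mutant, YPEG (non-fermentable carbon), compound, 48 h at 37C non-permissive; CellTiterGlo added, 10 min RT, luminescence read. Rescued growth = division inhibition.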
# ELG1 DNA repair – qHTS screen for small molecules that inhibit ELG1-dependent DNA repair in human embryonic kidney (HEK293T) cells expressing luciferase-tagged ELG1; HEK293T ELG1-luciferase reporter, luminescence, 16 h; DNA damage induced by 5-fluorouridine; Potency, µM (highest dose often 46.1 µM), without a hit: at the top dose activity change, negative = inhibition, hits mostly inhibitors; actives 2.3% (n = 330,000); AID 504467, 2011; further: potency means the concentration at half of the fitted maximal effect; on the % scale 0 is the no-effect control and ±100 the full control effect; nearly all actives have a fitted effect of over 55% in size
#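 Step one: seed 2,000 cells per well. Step two: pin-transfer compound or DMSO alongside 5-fluorouridine. Step three: incubate 16 hr, 37 °C, 5% CO2. Step four: add ONE-Glo, wait 30 min, read luminescence.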
# hERG WT inh – qHTS for Inhibitors of KCHN2 3.1: Wildtype qHTS. actives 0.37% (n = 340,000). U2OS, BacMam KCNH2, thallium flux FluxOr; hits give low values. AID 720551, 2013. activity change, % at 1.84 µM;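 active means maximum activity change below -70%; inconclusive means maximum activity change between -70% and -50%; inactive means maximum activity change above -50%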; further: on the % scale 0 is the no-effect control and ±100 the full control effect
#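 U2OS cells transduced with wild-type KCNH2 virus are loaded with FluxOr dye for 45 min, and thallium flux is measured in kinetic reads before and after stimulation buffer. Rate constants are normalized to DMSO controls.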
# TSHR antag – Antagonists of the Thyroid Stimulating Hormone Receptor: HTS campaign | TSHR-expressing cells, TSH-stimulated cAMP HTRF, 2 h; hits give low values | activity change, negative = inhibition, % at 11.5 µM | actives 0.2% (n = 330,000) | AID 504810, 2011;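 active means activity change below a set negative limit, meaning inhibition stronger than a set level, cut at about -70% in these data; inconclusive means activity change between two set negative limits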; further: on the % scale 0 is the no-effect control and ±100 the full control effect
# Target sequence (P16473 whole entry, looked up): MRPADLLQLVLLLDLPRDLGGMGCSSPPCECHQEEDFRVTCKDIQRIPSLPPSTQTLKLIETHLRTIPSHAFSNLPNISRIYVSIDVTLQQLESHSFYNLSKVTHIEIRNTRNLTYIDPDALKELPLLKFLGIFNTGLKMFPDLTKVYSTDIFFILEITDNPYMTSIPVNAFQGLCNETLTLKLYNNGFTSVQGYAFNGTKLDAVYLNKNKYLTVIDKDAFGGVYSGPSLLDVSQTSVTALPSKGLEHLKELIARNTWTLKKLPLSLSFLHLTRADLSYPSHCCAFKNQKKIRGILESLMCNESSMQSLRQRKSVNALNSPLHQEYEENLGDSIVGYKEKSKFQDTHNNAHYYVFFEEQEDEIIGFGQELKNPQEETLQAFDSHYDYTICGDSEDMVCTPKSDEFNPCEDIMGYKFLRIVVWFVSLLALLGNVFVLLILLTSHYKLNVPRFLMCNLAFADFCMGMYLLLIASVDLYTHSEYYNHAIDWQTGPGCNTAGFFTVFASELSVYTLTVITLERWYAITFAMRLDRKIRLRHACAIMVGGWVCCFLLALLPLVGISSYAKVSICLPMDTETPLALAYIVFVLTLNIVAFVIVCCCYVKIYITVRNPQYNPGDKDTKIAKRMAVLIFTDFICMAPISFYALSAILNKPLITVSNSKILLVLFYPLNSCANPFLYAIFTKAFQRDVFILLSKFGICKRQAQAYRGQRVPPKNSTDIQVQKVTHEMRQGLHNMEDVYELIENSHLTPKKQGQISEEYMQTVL
#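 TSHR-expressing cells, 200/well, pre-treated with compound, then stimulated with EC80 TSH (4nM final) for 2 hours at 37 deg C. cAMP measured by competitive HTRF: anti-cAMP cryptate antibody in lysis buffer plus cAMP-d2, read after 30 minutes at room temperature.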
# USP2a block – qHTS Assay for Inhibitors of Ubiquitin-specific Protease USP2a Using CHOP2 as the Reporter. AID 463254, 2010. Potency, µM (highest dose often 38.3 µM), for the others: top-dose activity change, negative = inhibition, usual class: inhibitors. actives 0.01% (n = 330,000). USP2 core, Ub-CHOP2 coupled fluorogenic reporter, 485/531. Ubiquitin carboxyl-terminal hydrolase 2 (Homo sapiens), O75604;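 further: potency means the concentration at half of the fitted maximal effect; plate controls were DMSO wells for no effect and full inhibition by NEM control for full effect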
#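 Cell-free coupled assay: 10nM USP2 core preincubated 30min RT with compound in Tris-HCl pH 8.0/CaCl2/CHAPS buffer, then 25nM Ub-CHOP2 and 25nM reporter substrate; fluorescence (Ex 485/Em 531) read after 60min RT, normalized to NEM inhibition, concentration-response curves fitted.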
# KCNH2 3.1 inh – qHTS for Inhibitors of KCHN2 3.1: Mutant qHTS | U2OS KCNH2 3.1, thallium flux FluxOr; hits give low values | Potassium voltage-gated channel subfamily H member 2, brain isoform KCNH2 3.1 (human) | AID 720553, 2013 | actives 0.95% (n = 340,000) | activity change, % (tested at about 1.8 µM);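 active means maximum activity change below -70%; inconclusive means maximum activity change from -70% to -50%; inactive means maximum activity change above -50%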;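 further: thallium influx rate constant from kinetic fluorescence after stimulation buffer; on the % scale 0 is the no-effect control and ±100 the full control effect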
#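 FluxOr-based Tl+ influx in U2OS cells transduced with KCNH2 3.1 virus; rate constants normalized to DMSO controls.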
# Eya2 inh – qHTS Assay for Inhibitors of the Phosphatase Activity of Eya2 | Potency, µM (series often up to 76.9 µM), without a hit: at the top dose activity, negative = inhibition, most hits filed as inhibitors | recombinant Eya2, OMFP fluorescence dephosphorylation (OMFP is methylfluorescein phosphate) | Protein phosphatase EYA2 (Homo sapiens), O00167 | actives 0.006% (n = 330,000) | AID 488837, 2010; further: potency means the concentration at half of the fitted maximal effect; on the % scale 0 is the no-effect control and ±100 the full control effect
#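 Eya2 protein (added as 0.2 uM solution) was preincubated with compound for 10 min at ambient temperature in 50 mM HEPES pH 7.5, 50 mM NaCl, 5 uM MgCl2, 0.05% BSA, 1 mM DTT. OMFP (added at 50 uM) then reacted 10 min; fluorescence read at 485/525 nm.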
# TRPV1 ag – HTS Assay for Compounds that Act as Agonists of the Vanilloid Receptor 1 | Transient receptor potential cation channel subfamily V member 1 (Homo sapiens), Q8NER1 | actives 0.19% (n = 320,000) | TRPV1-expressing cells, Fluo-8 calcium influx, agonist mode | AID 540275, 2011 | activation, % at 8.33 µM; in the data active means activation above about 80%; inconclusive means between about 30% and that limit; further: 0% is about no effect
#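 TRPV1-expressing cells were cultured overnight at 35.5C and loaded with Fluo-8 calcium dye for 40 to 90 min at room temperature. After a 10 s baseline, compound was added and calcium influx was read kinetically for 3 min (ex 480/em 520 nm).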
# AT treatment – qHTS Assay for Identifying a Potential Treatment of Ataxia-Telangiectasia; […] A-T fibroblasts, KAP-1 phosphorylation AlphaLISA; neocarzinostatin DNA damage 30 min before lysis; Potency, µM (doses to about 57.5 µM), without a hit: at the highest dose activation, usual class: activators; actives 0.19% (n = 320,000); further: potency means the concentration at half of the fitted maximal effect; % of control where 0% means no effect; nearly all actives have a fitted effect of over 45% in size
#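 ATM-like activity read as KAP-1 phosphorylation via AlphaLISA donor/acceptor antibody pairs after lysis and 6 hr at 25C. Cells were ATM-null patient fibroblasts ([…], hTERT), dosed 60 min, then exposed to the DSB inducer NCS for 30 min.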
# TCR activator – Activators of T cell receptors: qHTS campaign | primary human leukocytes, anti-CD3, IL-2 HTRF, 48 h | 330,000 tested, under 10 active | Potency, µM (doses to about 9.22 µM), for inactives: top-dose activation of IL-2 secretion, usual class: activators; further: % of control where 0% means no effect
#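 IL-2 release read by HTRF sandwich (Eu cryptate donor, d2 acceptor, 665 nm emission) after 48 hr exposure of primary human leukocytes to compound together with anti-CD3 beads in the absence of co-stimulatory signals.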
# Numbers without * were called inactive; i = inactive; ? = inconclusive; . = no result given; & = joins results of further samples; ! = a repeat was not active; [ ] = remark or other dose. Unless noted, the call rests on the fitted dose curve; in most records, active means well fitted curve in the direction sought with a large enough effect; inconclusive means small, poorly fitted or top-dose-only effect, or another doubt; inactive means no such curve, though single readings can be large; an effect the other way counts as inactive or inconclusive. Not all compounds are listed, so the mix of outcomes need not match the whole.
SMILES,Mito fusion yeast,ELG1 DNA repair,hERG WT inh,TSHR antag,USP2a block,KCNH2 3.1 inh,Eya2 inh,TRPV1 ag,AT treatment,TCR activator
CN1CCc2c(c3c(n2C)CCN(C)[C@H]3c2ccccc2F)[C@@H]1c1ccccc1F,-2%,-2%,.,13,2%,.,-5%,1,0%,.
O=C(Nc1cccc2ncccc12)c1ccc(-c2ccc(Br)cc2)o1,-3%,?,10,-17,3%,-18,1%,?,6%,0%
Fc1ccc(Sc2nc(-c3ccccc3)nnc2C(F)(F)F)cc1,17%,?,4,-11,1%,-3,-5%,5,31%,-9%
Cc1ccccc1NC(=O)CN1C(=O)c2ccccc2C1=O,-4%,15%,20,8,-1%,21,5%,4,3%,-3%
c1ccc(CN2CCC3(CCCc4ccccc43)CC2)cc1,23µM*!,-19%,17,3&-3,1%,-28,5%&-28%,1,8%,-3%
O=C(c1cccc(Oc2ccc([N+](=O)[O-])cc2Cl)c1)N1CCCCC1,-5%,23µM*,-2,-3,0%,2,7%,21,10%,3%
O=C(Cn1nnc2ccccc2c1=O)N1CCCc2ccccc21,-1%,6%,-27,2,3%,12,-2%,10,2%,-4%
COc1ccc(OC)c(NC(=O)CSc2nnc(-c3ccco3)n2-c2ccccc2)c1,6%,10µM*,0,1,1%,3,7%,2,-1%,-2%
COc1ccccc1CC(=O)Nc1sc2c(c1C(N)=O)CCCC2,18%,-30%,-3,5,1%,-3,-3%,2,4%,1%
Cn1nc(C(F)(F)F)c(C#N)c1N1CCN(c2ccc(F)cc2)CC1,-1%,10µM*,9,-22,-1%,10,-14%,1,3%,-1%
COc1ccc(CN2c3cc(S(=O)(=O)N4CCOCC4)ccc3N3CCCC32)cc1 (configuration not stated),-1%,4%,3,6,0%,3,8%,0,3%,-7%
COc1ccc(Cc2nc(C(=O)Nc3ccccc3)cs2)cc1,15%,?,-17,-29,0%,0,9%,?,1%,-5%
Cc1nc(CCNC(=O)C2CCC(=O)N(CCc3cccc(F)c3)C2)sc1C (configuration not stated),1%,13%,23,19,3%,2,1%,0,-3%,-7%
CN(CC(=O)Nc1cccc(F)c1)C(=O)/C=C/c1cn(Cc2ccccc2)nc1-c1cccnc1,4%,?,-9,-8,0%,6,4%,5,3%,-9%
Cc1cc(C(F)(F)F)n2ncc(-c3cccc(Br)c3)c2n1,13%,?,-2,15,0%,3,?,3,-4%,4%
CCOC(=O)c1sc2nc(C)nc(NCCc3ccccn3)c2c1C,-5%,21µM*,-7,-17,3%,-11,-4%,10,1%,-8%
CC1CCc2c(sc(/N=C/N(C)C)c2C#N)C1 (configuration not stated),9%,?,4,0,0%,-1,1%,?,0%,.
CCc1cc2c(-n3nc(C)cc3C)ncnc2s1,3%,0%,-12,8,-3%,3,1%,0,3%,7%[46.1 µM]
CC(C)c1ccc(S(=O)(=O)N2CCC(C(=O)NCc3ccco3)CC2)cc1,4%,-4%,8,9,-4%,-1,10%,1,0%,0%
O=C(O)/C(=C\c1ccc(C(F)(F)F)cc1)c1ccc(S(=O)(=O)N2CCCC2)s1,-1%,4%,-1,-12,1%,3,14%,3,-4%,8%
CCCN1CCN(S(=O)(=O)c2ccc(-n3cnnn3)cc2)CC1,7%,13%,12,6,2%,14,0%,0,1%,-4%
O=C(C1CCN(S(=O)(=O)c2ccccc2[N+](=O)[O-])CC1)N1CCOCC1,-1%,9%,-4,-7,3%,3,-3%,2,0%,5%
CC(C)(C)c1ccc(OCC(=O)NCCN2CCCC2)cc1,6%,18%,1,19,2%,-26,0%,-2,-3%,-18%
O=C(c1ccco1)N1CCN(C(=O)c2ccccc2OC(=O)C23CC4CC(CC(C4)C2)C3)CC1,?,-9%,11,-10,-1%,0,-6%,?,17%,1%
COc1ccccc1C(=O)COC(=O)/C=C/c1ccccc1,-4%,?,-8,-93*,2%,-39,-2%,-1,-6%,-5%
Cc1cc(F)c(F)c(C(=O)NC2CC2)c1Cl,0%,1%,0,-2,0%,-4,-7%,-1,-3%,-1%
COc1cc(/C=N/NC(=O)C(N)=O)ccc1OC(=O)c1cccs1,4%,12%,-2,-5,-2%,-3,-6%,-2,-1%,.
CCC(C)(C)C1CCC2(CC1)NC(=S)N(c1ccccc1)N2 (configuration not stated),-2%,8.2µM*,-22,-2,0%,17,0%,0,3%,1%
Cc1ccccc1OCC(O)Cn1c(NCc2ccccc2)nc2c1c(=O)[nH]c(=O)n2C (configuration not stated),2%,?,2,3,2%,-1,-8%,2,1%,3%
COc1ccc(N2CCN(Cc3nc(-c4ccc(Cl)cc4Cl)no3)CC2)cc1,3%,?,-12,-9,-7%,-2,-7%,1,0%,1%[46.1 µM]
CN1CCN(C(=S)c2cn(Cc3ccc(F)cc3)c3ccccc23)CC1,1%,-1%,-6,-8,6%,-14,-29%,12,0%,-4%
O=C(c1ccccc1)C1C(c2ccccc2)C1[N+](=O)[O-] (configuration not stated),4%,14%,-3,-1,-1%,0,0%,4,-4%,3%
COc1ccccc1-n1c(-c2ccco2)n[nH]c1=S,3%,-3%,13,-3,0%,-5,-2%,-3,3%,-7%
Nc1nc(-c2ccc3c(c2)CCO3)cs1,21%,?,18,-7,0%,-3,-22%,-1,4%,-2%
Cc1c(C(=S)Nc2ccccc2)cnn1-c1ccc([N+](=O)[O-])cc1,-1%,?,0,2,4%,-5,-3%,14,2%,-2%[46.1 µM]
O=C(NC1C=CS(=O)(=O)C1)c1ccccc1 (configuration not stated),3%,13%,i,1,0%,3,5%,0,-1%,1%
O=C(COC(=O)C12CC3CC(CC(C3)C1)C2)Nc1ccc([N+](=O)[O-])cc1Cl,2%,21µM*,6,-3,-1%,1,4%,7,-2%,1%[46.1 µM]
O=C(NCc1ccco1)NC(=O)c1csc([N+](=O)[O-])c1,0%,5%,0,-5,2%,2,-2%,-1,-1%,4%
CCn1c(SC(=O)NC2CCCCC2)nnc1-c1cccs1,-3%,?,-3,6,-1%,2,6%,6,8%,-4%
COc1ccc(CN2C(=O)c3cccnc3C2=O)cc1S(=O)(=O)N1CCCCC1,-3%,12%,-6,103,1%,25,4%,-5,11%,10%
O=C(c1cccc([N+](=O)[O-])c1)N1CCCC(C(=O)N2CCc3ccccc3C2)C1 (configuration not stated),4%,15%,0,-1,0%,-4,12%,27,-5%,-13%
CCOC(=O)Nc1ccc2c(c1)N(C(=O)CN1CCN(C)CC1)c1ccccc1S2,-7%,-4%,60,16,-3%,-33,5%,.,-9%,-3%
Cc1ccc(S(=O)(=O)N(C)CC(=O)OCC(=O)N2CCCC2=O)cc1,-3%,10%,5,8,-4%,8,-11%,10,-1%,7%
COc1ccc(CCNC(=O)c2ccc3ccccc3n2)cc1,12%,?,7,-14,2%,5,-2%,?,1%,4%
COC(=O)c1ccccc1S(=O)(=O)N1CCC(C(=O)NC2CCCCC2C)CC1 (configuration not stated),-2%,0%,1,-1,2%,-25,-4%,0,15%,-5%
O=C(CSc1cccs1)NCCc1ccccc1,0%,?,13,7,0%,11,7%,?,-1%,-6%[46.1 µM]
Cc1ccc(-n2c(C)nnc2SCC(=O)N2CCc3ccccc3C2)cc1C,-4%,4%,-11,-22,-2%,13,-12%,?,0%,2%
Clc1ccc(-c2cccs2)nn1,-15%,25%,i,-4,0%,9,1%,2,0%,0%
CCOC(=O)Cc1ccc(NC(=O)c2ccc([N+](=O)[O-])cc2)cc1,-3%,?,.,-4,2%,16,-2%,?,5%,3%
COc1ccc(NC(=O)CN2CCC(n3c(C)nc4cc(F)ccc43)CC2)c(OC)c1,0%,-20%,30,-15,2%,?,-14%,1,0%,4%
COc1c2c(cc3oc(C)cc(=O)c13)OC(C(C)(C)OC1OC(CO)C(O)C(O)C1O)C2 (configuration not stated),-1%,1%,-4,-1,2%,6,6%,0,5%,-4%

# Screening data from PubChem BioAssay.
